# Screening results deposited in PubChem BioAssay by Broad Institute.
# PfHsp90 yeast 2: inhibits growth of yeast expressing Plasmodium falciparum Hsp90; AID 504621; 310,000 compounds, 0.32% hits; inhibition, % at 9.4 µM; S. cerevisiae expressing PfHsp90, BacTiter-Glo ATP, 48 h; yeast lacking PDR1 and PDR3 efflux regulators;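 active = every replicate shows inhibition above about 80%, whatever the replicate mean, limit read from the data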;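 note: 0% = DMSO neutral controls and 100% = 20 µM radicicol positive controls; yeast relying on Plasmodium falciparum Hsp90 in place of its own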
# SR-BI DiI inh: blocks mouse SR-BI lipid uptake from DiI-HDL; Q61009; ldlA[mSR-BI] CHO cells, DiI-HDL uptake fluorescence, 3 h; inhibition, % at 12.5 µM; 320,000 compounds, 0.96% hits; AID 488896;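 active = mean replicate inhibition of at least 70% and a set share of replicates each scoring 70 or more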;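 note: 0% = median of neutral control wells and 100% = median of positive control wells; values of inactives mirror those of a sister screen read the other way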
# Target sequence (Q61009 whole entry, looked up): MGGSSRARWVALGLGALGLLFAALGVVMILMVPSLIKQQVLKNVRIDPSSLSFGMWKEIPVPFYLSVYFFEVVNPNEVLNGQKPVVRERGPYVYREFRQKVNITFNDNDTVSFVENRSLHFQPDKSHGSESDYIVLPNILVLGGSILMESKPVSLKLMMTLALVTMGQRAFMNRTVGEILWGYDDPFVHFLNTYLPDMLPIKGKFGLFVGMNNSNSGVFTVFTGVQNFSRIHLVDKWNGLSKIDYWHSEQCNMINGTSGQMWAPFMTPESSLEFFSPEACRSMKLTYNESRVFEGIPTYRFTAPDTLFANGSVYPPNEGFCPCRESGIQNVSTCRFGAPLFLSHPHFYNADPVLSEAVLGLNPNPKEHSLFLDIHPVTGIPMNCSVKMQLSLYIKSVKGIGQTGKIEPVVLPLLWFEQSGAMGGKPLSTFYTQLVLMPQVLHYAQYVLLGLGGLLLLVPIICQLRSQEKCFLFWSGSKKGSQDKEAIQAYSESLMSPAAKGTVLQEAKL
# CAL PDZ FP-1: blocks peptide binding to the human CAL PDZ domain | Q9HD26 | purified CAL PDZ, TMR-peptide fluorescence polarization, 1 h | inhibition, % at 24.9 µM | 300,000 compounds, 0.92% hits | AID 602252;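 active = mean inhibition of at least 30% with at least half of replicates also reaching 30%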;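 note: 0% = DMSO neutral control and 100% = excess unlabeled competitor peptide PRC23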
# MITF act: increases MITF-driven TRPM1 promoter luciferase signal. 300,000 compounds, 0.75% hits. SK-MEL-5 TRPM1-promoter luciferase, 24 h; % of positive control, neutral wells = 0. activation, % at 12.5 µM;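 active = mean activation of at least 80% with every replicate also reaching 80%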;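 note: 0% = neutral control wells and 100% = parthenolide positive control wells; values of inactives mirror those of a sister screen read the other way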
# PvdQ acylase: P. aeruginosa PvdQ acylase inhibition; 340,000 compounds, 0.063% hits; inhibition, % at 10 µM; AID 488965; purified PvdQ acylase, fluorescence plate reader; in the data active = inhibition above about 30%, passing the limit was not always enough;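 note: 0% = vehicle neutral wells and 100% = reference inhibitor wells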
# SR-BI DiI-HDL act: activators of SR-BI mediated HDL lipid uptake; activation, % at 12.5 µM; AID 504775; 320,000 compounds, 0.096% hits; CHO ldlA[mSR-BI] cells, DiI-HDL uptake fluorescence, 3 h; 100 = double the neutral-control signal;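 active = mean replicate activation of at least 60% and every replicate at or above 60%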;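 note: 0% = median plate neutral-control signal and 100% = twice that signal; values of inactives mirror those of a sister screen read the other way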
#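 Material: SR-BI-overexpressing, LDLR-lacking CHO cells; schedule: compound exposure 3 h, 37 °C; reagent: DiI-labelled HDL at 10 µg/mL final; technique: bottom-read fluorescence, 550/595 nm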
# dFosB act: enhances mouse delta FosB homodimer DNA binding; purified delta FosB, TAMRA-CDK5 oligo fluorescence polarization; percent of positive-control signal above neutral wells; activation, % at 25 µM; 340,000 compounds, 0.99% hits; AID 493131;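 active = mean activation above about 17%, with every replicate also reaching it, limit read from the data, passing the limit was not always enough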;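 note: fluorescence polarization rise as delta FosB binds a TAMRA Cdk5 AP-1 oligo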
# Target sequence (P13346 whole entry, looked up): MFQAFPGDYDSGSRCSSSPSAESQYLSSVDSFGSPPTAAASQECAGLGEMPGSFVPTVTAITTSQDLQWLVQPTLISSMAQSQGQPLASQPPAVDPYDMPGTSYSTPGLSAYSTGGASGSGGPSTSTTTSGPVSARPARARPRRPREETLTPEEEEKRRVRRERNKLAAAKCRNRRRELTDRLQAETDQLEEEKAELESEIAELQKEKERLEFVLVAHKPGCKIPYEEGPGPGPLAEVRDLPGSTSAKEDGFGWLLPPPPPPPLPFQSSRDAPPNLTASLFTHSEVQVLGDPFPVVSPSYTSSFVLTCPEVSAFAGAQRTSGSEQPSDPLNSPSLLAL
# Rtt109 Vps75: inhibitors of Candida albicans Rtt109/Vps75 histone acetyltransferase; Q5AAJ8; purified Rtt109/Vps75, ThioGlo CoA-SH fluorescence, 4 h; inhibition, % at 34.9 µM; 330,000 compounds, 0.16% hits;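 active = inhibition of at least 50% in every replicate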
# NSD2 inh: NSD2 (human) methyltransferase inhibition; O96028; NSD2 peptide methylation, AlphaScreen, 120 min; inhibition, % at 12.5 µM; 310,000 compounds, 0.54% hits; AID 743445; in the data active = inhibition above about 50%
# CAL PDZ FP-2: human CAL PDZ-peptide interaction inhibition; 330,000 compounds, 0.02% hits; AID 504414; Q9HD26; inhibition, % at 20 µM; purified CAL PDZ, TMR-peptide fluorescence polarization, 1 h;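 active = highest replicate inhibition of at least 40%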;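 note: plate controls were DMSO neutral control wells for no effect and unlabeled competitor peptide control wells for full effect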
#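 Material: tagged CAL PDZ domain; buffer or medium: 25 mM sodium phosphate pH 7.4, 150 mM NaCl, TCEP, IgG, Thesit; compound dosing: single point, 20 µM; schedule: 1 h incubation at room temperature before polarization reading; measured by: FP readout, S and P plane fluorescence; read-out basis: percent inhibition from loss of millipolarization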
# Numbers without * were called inactive; · = not tested or not shown.
SMILES,PfHsp90 yeast 2,SR-BI DiI inh,CAL PDZ FP-1,MITF act,PvdQ acylase,SR-BI DiI-HDL act,dFosB act,Rtt109 Vps75,NSD2 inh,CAL PDZ FP-2
COC(=O)c1cc(COC(=O)CNC(=O)c2cccc(C)c2)oc1C,3,-7,-3,-3,-18,7,4,1,-2,-1.1
Cc1ccc(S(=O)(=O)NCCN2CCNC2=O)cc1,14,-3,-3,·,11,3,-6,7,-1,-0.8
CCC(C(=O)N1CCOCC1)n1c(C(=O)OC)cc2occc21 (configuration not stated),27,-10,-1,2,-11,10,-5,3,0,-2.0
COc1ccccc1NC(=O)CCCC(=O)OC(C)C(=O)c1ccccc1 (configuration not stated),42,·,·,16,-10,·,-6,-1,-3,-1.0
COc1cc(C(=O)O)nc2ccc([N+](=O)[O-])cc12,6,-16,2,2,-3,16,-3,-10,0,-2.3
Cc1ccc(NC(=O)C2CCCN2S(=O)(=O)c2ccc(-c3ccc(=O)[nH]n3)s2)c(C)c1 (configuration not stated),3,-6,2,-1,-2,6,-5,-10,2,-1.8
CC(C)(C)N(Cc1ccccc1)C(=O)COC(=O)c1cccc([N+](=O)[O-])c1,·,·,1,2,-6,·,-7,2,4,-0.7
CC(C(=O)NCC1CCCCC1)N(C)Cc1ccc(Br)cc1 (configuration not stated),-24,·,1,·,-17,·,-10,-7,-3,-4.9
COCCN(C(=O)CSc1cc(C)c2ccccc2n1)c1c(N)n(CC(C)C)c(=O)[nH]c1=O,·,-13,2,8,-12,13,-4,1,2,-2.4
CC(C)OCCCNS(=O)(=O)c1ccc2c(c1)oc(=O)n2C,14,-45,-6,-5,-5,45,-1,-5,·,-0.2
CN(Cc1ccc(F)cc1)C(=O)c1cccc(S(=O)(=O)N2CCN(c3ccccc3)CC2)c1,·,12,0,-12,6,-12,0,3,2,-1.3
ClC1(Cl)CC1CSc1ncn[nH]1 (configuration not stated),-15,-11,·,15,-24,11,8,-2,23,-5.7
CC(C)Cn1c(SCC(=O)N2CCN(S(=O)(=O)c3ccccc3)CC2)nc2ccccc21,-7,7,-2,-8,-12,-7,-11,0,1,-0.7
CCC(C)(C)NC(=O)C(c1ccccc1Cl)N(Cc1cccnc1)C(=O)CCC(=O)Nc1cc(C)on1 (configuration not stated),-4,-5,-9,-4,-8,5,-10,10,-6,-1.2
COc1cc(C(=O)N/N=C/c2ccc3c(c2)c2ccccc2n3C)ccc1O,-1,55,-3,45,-5,-55,0,-12,-1,0.1
COC(=O)CNC(c1ccccc1)c1cc(Br)ccc1NS(=O)(=O)c1ccccc1 (configuration not stated),-6,-8,-1,4,-4,8,-2,-15,-3,-1.2
CCC1(C)NC(=O)N(/N=C/c2ccc(C)s2)C1=O (configuration not stated),-22,-8,0,21,-14,8,-7,-2,-5,0.3
Brc1ccccc1-c1csnn1,3,-14,0,-1,-6,14,-3,-1,-5,-0.1
CCN(CC(=O)NCCc1ccc(S(N)(=O)=O)cc1)Cc1nc2ccccc2c(=O)[nH]1,12,-12,-4,-1,-7,·,5,-3,0,-1.0
CCCc1cc(C(=O)OC)c(NC(=O)CCC(=O)O)s1,20,1,1,5,0,-1,1,7,-2,-2.4

# Fetched by compound from above (2):
SMILES,PfHsp90 yeast 2,SR-BI DiI inh,CAL PDZ FP-1,MITF act,PvdQ acylase,SR-BI DiI-HDL act,dFosB act,Rtt109 Vps75,NSD2 inh,CAL PDZ FP-2
CC(C(=O)NCC1CCCCC1)N(C)Cc1ccc(Br)cc1 (configuration not stated),-24,·,1,·,-17,·,-10,-7,-3,-4.9
COCCN(C(=O)CSc1cc(C)c2ccccc2n1)c1c(N)n(CC(C)C)c(=O)[nH]c1=O,·,-13,2,8,-12,13,-4,1,2,-2.4

# Next part.
SMILES,PfHsp90 yeast 2,SR-BI DiI inh,CAL PDZ FP-1,MITF act,PvdQ acylase,SR-BI DiI-HDL act,dFosB act,Rtt109 Vps75,NSD2 inh,CAL PDZ FP-2
COc1ccc(NC(=O)N2CCC(n3cnc4ccccc43)CC2)cc1,-23,32,-6,-6,3,-32,-5,19,2,-2.8
CC(=O)Nc1ccc(SCCCC(=O)c2ccccc2)cc1,-4,·,3,42,14,·,-5,32,4,-2.4
COc1ccc(NC(=O)CS(=O)(=O)c2ccccc2Cl)cc1,15,-9,-3,·,-5,9,-19,3,39,0.0
CC1=C(C(=O)N2CCOCC2)C(c2ccc(C)cc2)NC(=S)N1 (configuration not stated),-3,5,-1,-6,-7,-5,1,-13,2,-1.0
COc1ccc(CCNC(=O)COC(=O)c2cnc(C)cn2)cc1OC,2,-16,0,4,-10,16,2,-4,-1,-2.7
COc1ccc(NC(=O)CSc2nc3[nH]ncc3c(=O)n2-c2ccccc2C)cc1OC,-12,-13,-2,-1,-12,13,-4,6,0,-1.3
Cc1ccc(-n2c(C)nnc2SCC(=O)N2CCc3ccccc3C2)cc1C,2,-5,-3,-9,-1,5,-2,27,7,-2.4
N#Cc1c(SCc2ccccc2)nc(N2CCOCC2)c2c1CCCC2,16,·,3,2,-7,·,-15,1,-1,-3.3
Cc1csc(=O)n1CC(=O)Nc1ccc(S(C)(=O)=O)cc1,-23,8,-4,2,-18,-8,0,-4,-2,-0.1
CC(C)COC(=O)c1cc(-c2ccc(/C=N/n3cnnc3)o2)ccc1Cl,·,15,-2,25,1,-15,-17,-6,3,-1.4
CCCC(c1nnnn1CS(=O)(=O)c1ccc(C)cc1)N1CCN(CC)CC1 (configuration not stated),-4,-38,1,1,14,38,2,12,3,0.6
COc1cccc(OCc2cc(C(=O)N3CCN(C(C)=O)CC3)no2)c1,6,-1,-9,64,-2,1,-1,-1,-1,-1.3
CCOC(=O)N1CCC(N(CCOC)C(=O)Nc2ccc(CC)cc2)CC1,·,45,-3,12,-1,-45,-6,0,2,-1.8
CCCOC(=O)Nc1c(C)cccc1C(C)C,8,10,-2,17,-2,-10,-5,·,0,-1.7
COc1ccc(NC(=O)CSc2ccccc2)cn1,-10,-11,0,18,-20,11,-1,9,0,0.4
CCOC(=O)c1ccc2nc(C)c(C)nc2c1,4,-1,-4,19,9,1,-2,-1,5,-1.3
N#CCCn1cc(C(=O)Nc2ccc(C(=O)O)cc2)c(-c2cc3ccccc3o2)n1,4,·,1,1,5,·,-3,17,1,-3.6
CCCNc1nc2c(c(=O)[nH]c(=O)n2C)n1Cc1ccc(F)cc1,-12,·,·,6,-13,·,-2,2,·,-1.3
COc1ccc(N2C(=O)C3CCCN3C2c2cccc(F)c2)cc1Cl (configuration not stated),·,28,-2,·,9,-28,-10,9,6,-0.6
Cc1cccc(NC(=S)NCc2cccs2)c1,-8,17,3,-10,-1,-17,-5,3,14,-2.4
CN1C(=O)/C(=C\c2cc(N=Nc3ccccc3)ccc2O)SC1=S,25,·,-3,-20,18,·,4,1,20,-0.6
Cc1ccc(CNC(=O)C2CC(=O)N(CCC(C)C)C2)cc1 (configuration not stated),5,·,·,-4,-1,·,1,22,-1,-0.2
CCC(NC(=O)NCc1cccnc1)(C(F)(F)F)C(F)(F)F,13,-7,·,10,-10,7,-1,9,-1,0.5
COc1ccc(C2=NOC(C(=O)NCc3ccccn3)C2)cc1OC (configuration not stated),·,-40,2,·,-3,40,-1,6,4,·
Cc1ccc(NC(=O)c2cc(C)nc3ccccc23)c(C)c1,15,5,-1,·,-7,-5,-3,1,0,-0.2
O=C1OC(CC(=O)N(Cc2nnc(-c3ccc(Cl)cc3)o2)C2CC2)c2ccccc21 (configuration not stated),1,-3,·,-5,-9,3,-16,-9,-2,-2.5
C=CCc1ccc(OCC(O)CN2CCc3ccccc3C2)c(OC)c1 (configuration not stated),31,30,-4,·,2,-30,-2,-4,3,-0.8
COCCn1c(SCC(=O)N2CCCC2)nnc1-c1ccco1,-20,·,-1,-4,-20,·,-2,-3,·,-2.8
COc1ccc(S(=O)(=O)Nc2ccc3c(c2)C(=O)N([C@H](C)CO)C[C@H](C)[C@@H](CN(C)C(=O)Nc2ccccc2)O3)cc1,18,-6,8,-4,1,6,-8,5,·,-0.7
COc1ccc(Nc2ncnc3sccc23)cc1,3,8,-6,73,9,-8,-8,16,25,-1.9

# By substructure: the compounds so far containing an aryl thioether with sulfur outside any ring.
SMILES,PfHsp90 yeast 2,SR-BI DiI inh,CAL PDZ FP-1,MITF act,PvdQ acylase,SR-BI DiI-HDL act,dFosB act,Rtt109 Vps75,NSD2 inh,CAL PDZ FP-2
COCCN(C(=O)CSc1cc(C)c2ccccc2n1)c1c(N)n(CC(C)C)c(=O)[nH]c1=O,·,-13,2,8,-12,13,-4,1,2,-2.4
ClC1(Cl)CC1CSc1ncn[nH]1 (configuration not stated),-15,-11,·,15,-24,11,8,-2,23,-5.7
CC(C)Cn1c(SCC(=O)N2CCN(S(=O)(=O)c3ccccc3)CC2)nc2ccccc21,-7,7,-2,-8,-12,-7,-11,0,1,-0.7
CC(=O)Nc1ccc(SCCCC(=O)c2ccccc2)cc1,-4,·,3,42,14,·,-5,32,4,-2.4
COc1ccc(NC(=O)CSc2nc3[nH]ncc3c(=O)n2-c2ccccc2C)cc1OC,-12,-13,-2,-1,-12,13,-4,6,0,-1.3
Cc1ccc(-n2c(C)nnc2SCC(=O)N2CCc3ccccc3C2)cc1C,2,-5,-3,-9,-1,5,-2,27,7,-2.4
N#Cc1c(SCc2ccccc2)nc(N2CCOCC2)c2c1CCCC2,16,·,3,2,-7,·,-15,1,-1,-3.3
COc1ccc(NC(=O)CSc2ccccc2)cn1,-10,-11,0,18,-20,11,-1,9,0,0.4
COCCn1c(SCC(=O)N2CCCC2)nnc1-c1ccco1,-20,·,-1,-4,-20,·,-2,-3,·,-2.8
